Bioassay records as filed in PubChem.
UPR XBP1 act – adaptive UPR (XBP1) activation | CHO-XBP1 luciferase reporter, IRE1-XBP1 UPR activation, luminescence; percent of tunicamycin response, DMSO as zero | activation, % at 20 µM | actives 0.33% (n = 330,000);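 active means versus positive control, 20 µM dose yields 30% or more activation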;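 further: 100% = tunicamycin at 10 µg/mL and 0% = DMSO only wells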
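Material: IRE1-XBP1 luciferase reporter CHO line / Quantity: one thousand reporter cells per well / Buffer or medium: F12 with 10% serum / Compound: 20 µM single concentration, DMSO 1% / Times: 6 h treatment, 37 °C / Detection: Steady-Glo luciferase glow luminescence, 10 min after reagent addition / Benchmarks: tunicamycin high, DMSO low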
CHOP UPR activ – apoptotic UPR (CHOP) activation; AID 449763; actives 0.34% (n = 330,000); activation, % at 10 µM; CHO-CHOP luciferase reporter, luminescence; percent of tunicamycin response over DMSO baseline;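 active means at 10 µM dose, activation of 40% or more, normalized to positive control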;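 further: 100% = tunicamycin at 10 µg/mL and 0% = DMSO alone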
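System: CHO-CHOP luciferase reporter cell line; amount: 500 cells/well; buffer or medium: F12 medium containing 10% fetal bovine serum; incubation: 6 h compound exposure at 37 °C after overnight seeding; measured by: luciferase luminescence after 10 min with Steady-Glo reagent; evaluation: % reporter activation, DMSO baseline versus tunicamycin full activation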
tim23-1 inh – growth inhibitors of tim23-1 mutant yeast; S. cerevisiae tim23-1 growth, BacTiter-Glo luminescence, 24 h; actives 1.3% (n = 330,000); inhibition, % at 20 µM;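 active means growth inhibition of the mutant yeast at or above 50%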;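 further: temperature-sensitive mutant grown at 25 °C; plate controls were DMSO-treated mutant yeast for no effect and medium wells lacking yeast for full effect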
697 NFkB inh – inhibitors of the PMA/ionomycin-induced NF-kB reporter in 697 B cells; 697 B-cell NF-kB luciferase reporter, 16 h; inhibition, % at 4 µM; actives 0.33% (n = 330,000); AID 435022; in the data active means inhibition above about 35%
Mdm2 MdmX PPI – disrupts the human Mdm2-MdmX interaction | O15151+Q00987 | SaOS-2 split-luciferase Mdm2/MdmX complementation, luminescence | inhibition, % at 8 µM | actives 3% (n = 330,000);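 active means inhibition of at least 50% at 8 µM in the primary screen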
Target sequence (O15151 whole entry, looked up): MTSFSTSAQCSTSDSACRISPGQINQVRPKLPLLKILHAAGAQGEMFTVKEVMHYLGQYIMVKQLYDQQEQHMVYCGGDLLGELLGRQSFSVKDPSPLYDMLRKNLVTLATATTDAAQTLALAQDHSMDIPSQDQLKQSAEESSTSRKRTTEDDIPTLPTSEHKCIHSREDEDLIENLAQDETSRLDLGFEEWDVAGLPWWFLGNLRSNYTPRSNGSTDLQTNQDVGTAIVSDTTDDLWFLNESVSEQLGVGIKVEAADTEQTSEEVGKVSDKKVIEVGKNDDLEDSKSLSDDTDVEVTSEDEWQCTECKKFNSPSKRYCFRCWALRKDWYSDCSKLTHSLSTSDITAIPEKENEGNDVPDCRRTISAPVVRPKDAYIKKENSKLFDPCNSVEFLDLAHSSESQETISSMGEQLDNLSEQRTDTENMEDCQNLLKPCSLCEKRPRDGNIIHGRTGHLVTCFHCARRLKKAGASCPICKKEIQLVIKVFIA
Target sequence (Q00987 whole entry, looked up): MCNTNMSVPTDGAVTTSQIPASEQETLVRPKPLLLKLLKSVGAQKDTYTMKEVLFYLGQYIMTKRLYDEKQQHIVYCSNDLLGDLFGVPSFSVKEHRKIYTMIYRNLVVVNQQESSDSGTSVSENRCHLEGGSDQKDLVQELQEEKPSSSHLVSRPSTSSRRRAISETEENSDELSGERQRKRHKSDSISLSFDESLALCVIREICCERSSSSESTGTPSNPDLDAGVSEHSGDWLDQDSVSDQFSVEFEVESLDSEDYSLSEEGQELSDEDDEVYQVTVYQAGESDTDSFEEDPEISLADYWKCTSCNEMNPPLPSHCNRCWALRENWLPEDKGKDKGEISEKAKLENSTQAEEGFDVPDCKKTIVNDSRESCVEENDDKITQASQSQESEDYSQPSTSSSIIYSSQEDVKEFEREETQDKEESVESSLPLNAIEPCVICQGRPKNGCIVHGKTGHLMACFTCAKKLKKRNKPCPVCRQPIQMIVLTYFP
TIM10 inh – inhibits growth of TIM10 yeast strain. S. cerevisiae TIM10 strain growth, BacTiter-Glo luminescence, 24 h. inhibition, % at 10 µM. actives 1.4% (n = 330,000);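 active means inhibition of 40% or more at the single tested concentration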;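 further: wild-type TIM10 isogenic control strain grown at permissive 25 °C; 0% = DMSO yeast wells and 100% = minimal medium wells without yeast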
Jurkat NFkB inh – lowers PMA/ionomycin-induced NF-kB signal in Jurkat cells; PMA/ionomycin-induced NF-kB luciferase reporter, luminescence; inhibition, % at 4 µM; actives 0.53% (n = 330,000); in the data active means inhibition above about 50%
tim10-1 inh – growth inhibitors of tim10-1 mutant yeast; S. cerevisiae tim10-1 ts strain growth, BacTiter-Glo, 24 h; inhibition, % at 20 µM; actives 2.2% (n = 330,000); AID 463190;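 active means inhibition of at least 40%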;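 further: mutant grown at 25 °C; 0% = DMSO wells with yeast and 100% = wells holding no yeast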
* marks the source's active call; other numbers are inactive results.

Start of the listing, in advance:
Each structure is followed by: UPR XBP1 act	TIM10 inh	Jurkat NFkB inh	tim10-1 inh	tim23-1 inh	Mdm2 MdmX PPI	697 NFkB inh	CHOP UPR activ
> O=C(NCCc1ccccc1)C1CCN(C(=O)NCc2ccccc2)CC1
  -3	4	-3	9	1	-3	-1	-0.7
> O=C(Oc1ccc(Cl)cc1)c1ccc(COC(=O)c2cnccn2)cc1
  4	11	-5	36	15	7	17	6.1
> COc1ccccc1/C=c1\sc2nc(-c3ccco3)nn2c1=O
  -1	32	2	39	49	-11	0	-1.0
> COCCn1c(=S)[nH]c2cc(C(=O)N(CCO)Cc3ccccc3)ccc2c1=O
  2	2	3	-1	5	15	19	6.1
> COc1cc(CNC(=O)c2cnc(C)cn2)cc(OC)c1
  -4	2	-19	-5	0	4	-16	-1.1
> CC(=O)Cc1cc(O)c2ccccc2c1OC(=O)c1ccc(Br)cc1
  -2	13	-2	5	9	31	6	-0.6
> O=C(NCCc1ccc(F)cc1)c1cc(=O)c2ccccc2o1
  2	12	8	14	10	-26	14	1.2
> COc1ccc(C(=O)/C=C(\C)NCc2ccc3c(c2)OCO3)cc1
  2	10	14	9	8	14	0	-4.0
> FC(F)(F)Oc1ccc(NC(=S)Nc2ccc(OC(F)(F)F)cc2)cc1
  5	57*	14	50*	49	79*	-15	12
> Cc1ccc(NS(=O)(=O)c2ccc(NC(=O)N3CCCCC3)cc2)cc1
  -3	3	-3	3	2	16	-34	-0.7
> CCc1cc(=O)oc2cc(C)cc(OCC(=O)NC(Cc3ccc(Cl)cc3)C(=O)O)c12 (stereo unspecified)
  -1	6	7	12	11	23	14	1.6
> COC(=O)C(O)(CC(=O)Nc1cc(OC)c(OC)c(OC)c1)C(F)(F)F (stereo unspecified)
  -2	2	-3	6	10	-22	-7	-1.1
> CC(=O)Nc1cccc(NC(=O)c2c(-c3ccccc3)noc2C)c1
  0	-7	2	12	3	7	-12	-1.9
> CCOc1cc(CO)cc(Br)c1OCC(N)=O
  6	-8	-10	11	-2	-2	7	-2.1
> COc1ccc(Cl)cc1NC(=O)CN(C)C(=O)C1CC1
  -1	3	1	14	-1	20	-1	-1.2
> CCOc1ccc(C(C)NC(=O)c2cc(=O)[nH]c3ccccc23)cc1OCC (stereo unspecified)
  -5	0	5	-15	3	20	0	1.5
> COc1ccc(-c2onc3ccc(C(=O)/C=C/N(C)C)cc23)cc1
  -3	35	18	34	31	49	-79	0.6

The whole of this part (from the top)
Each structure is followed by: UPR XBP1 act	TIM10 inh	Jurkat NFkB inh	tim10-1 inh	tim23-1 inh	Mdm2 MdmX PPI	697 NFkB inh	CHOP UPR activ
> O=C(NCCc1ccccc1)C1CCN(C(=O)NCc2ccccc2)CC1
  -3	4	-3	9	1	-3	-1	-0.7
> O=C(Oc1ccc(Cl)cc1)c1ccc(COC(=O)c2cnccn2)cc1
  4	11	-5	36	15	7	17	6.1
> COc1ccccc1/C=c1\sc2nc(-c3ccco3)nn2c1=O
  -1	32	2	39	49	-11	0	-1.0
> COCCn1c(=S)[nH]c2cc(C(=O)N(CCO)Cc3ccccc3)ccc2c1=O
  2	2	3	-1	5	15	19	6.1
> COc1cc(CNC(=O)c2cnc(C)cn2)cc(OC)c1
  -4	2	-19	-5	0	4	-16	-1.1
> CC(=O)Cc1cc(O)c2ccccc2c1OC(=O)c1ccc(Br)cc1
  -2	13	-2	5	9	31	6	-0.6
> O=C(NCCc1ccc(F)cc1)c1cc(=O)c2ccccc2o1
  2	12	8	14	10	-26	14	1.2
> COc1ccc(C(=O)/C=C(\C)NCc2ccc3c(c2)OCO3)cc1
  2	10	14	9	8	14	0	-4.0
> FC(F)(F)Oc1ccc(NC(=S)Nc2ccc(OC(F)(F)F)cc2)cc1
  5	57*	14	50*	49	79*	-15	12
> Cc1ccc(NS(=O)(=O)c2ccc(NC(=O)N3CCCCC3)cc2)cc1
  -3	3	-3	3	2	16	-34	-0.7
> CCc1cc(=O)oc2cc(C)cc(OCC(=O)NC(Cc3ccc(Cl)cc3)C(=O)O)c12 (stereo unspecified)
  -1	6	7	12	11	23	14	1.6
> COC(=O)C(O)(CC(=O)Nc1cc(OC)c(OC)c(OC)c1)C(F)(F)F (stereo unspecified)
  -2	2	-3	6	10	-22	-7	-1.1
> CC(=O)Nc1cccc(NC(=O)c2c(-c3ccccc3)noc2C)c1
  0	-7	2	12	3	7	-12	-1.9
> CCOc1cc(CO)cc(Br)c1OCC(N)=O
  6	-8	-10	11	-2	-2	7	-2.1
> COc1ccc(Cl)cc1NC(=O)CN(C)C(=O)C1CC1
  -1	3	1	14	-1	20	-1	-1.2
> CCOc1ccc(C(C)NC(=O)c2cc(=O)[nH]c3ccccc23)cc1OCC (stereo unspecified)
  -5	0	5	-15	3	20	0	1.5
> COc1ccc(-c2onc3ccc(C(=O)/C=C/N(C)C)cc23)cc1
  -3	35	18	34	31	49	-79	0.6
> O=C(c1cc(COc2ccc(F)cc2Cl)on1)N1CCSCC1
  3	21	-55	24	31	-91	-79	4.7
> Cc1ccc(C)c(Nc2nc(-c3cccnc3)cs2)c1
  3	19	5	19	50*	-1	-12	5.7
> O=C(CSCCO)Nc1nccs1
  -1	8	-2	13	1	-4	14	1.1
> COc1cc(OC)c(OC)cc1/C=N/NC(=O)CC1C(=O)NN=C1C (stereo unspecified)
  -2	-1	-4	-1	4	6	6	-1.0
> CCC(C)[C@H](NC(=O)[C@@H]1Cc2c([nH]c3ccccc23)C2c3ccccc3C(=O)N21)C(=O)NCC1CCCO1 (stereo partly specified)
  -2	3	8	5	6	-2	0	-0.5
> CC(=O)NCCc1nc2cc(NC(=O)c3ccc(F)cc3)ccc2n1C
  -1	6	-33	11	7	-39	-54	-1.2
> CC(C)(C)c1ccc(OCC(=O)N/N=C/C2CC=CCC2)cc1 (stereo unspecified)
  -3	-2	2	-5	6	-12	-14	7.2
> CCCC(CCC)C(=O)Oc1cc(C)[nH]c(=O)c1[N+](=O)[O-]
  1	-7	-5	3	5	-5	7	-2.0
> CC(C)OCc1ccc(C(=O)N2CCN(CC(=O)N3CCCC3)CC2)cc1
  -3	11	0	5	6	-41	-12	-0.8
> COc1cc2c(cc1OC)C(c1cc3cccc(C)c3[nH]c1=O)N(C(=O)c1ccco1)CC2 (stereo unspecified)
  9	-4	-8	12	14	7	-6	-0.8
> CC(C)N1CCC(=NNC(=O)c2cccs2)CC1
  -3	-1	20	-4	-4	10	18	2.6
> CCN(CC)C(=O)CSc1nnc(-c2ccc(S(=O)(=O)N3CCCC3)cc2)o1
  -3	-4	-5	12	-54	2	-48	-2.9
> Clc1nc2ccccc2nc1-c1ccccc1
  0	6	4	20	16	-3	-4	1.6
> COCCN(CC(=O)Nc1ccc(F)cc1)S(=O)(=O)c1ccc(S(=O)(=O)N2CCCC2)cc1
  -2	-21	2	8	-15	21	5	-0.9
> CC(C)OCCCNC(=O)c1ccc(NC(=O)C2=CSCCO2)cc1
  -4	14	-3	11	21	13	23	-0.4
> Cc1ccc(-n2ncc3c(=O)n(Cc4ccccn4)cnc32)cc1C
  3	10	-20	34	0	-14	-37	0.8
> COc1ccc(-c2[nH]ncc2CNC(C)c2cn(C)nc2C)c(F)c1 (stereo unspecified)
  -1	-2	10	11	-2	2	6	1.3
> Cc1nn(Cc2ccccc2)c(Cl)c1/C=N/NC(=O)c1cccnc1
  3	9	1	10	-3	2	-5	1.4
> CC1CCCC(NC(=O)NC(=O)CCl)C1C (stereo unspecified)
  -2	37	23	32	47	26	-5	35
> CC1CCC2(CC1)NC(=O)N(CC(=O)NCCc1c[nH]c3ccccc13)C2=O (stereo unspecified)
  0	13	4	21	13	-8	20	0.4
> Cc1cc2c(cc1C)NC(c1nc3ccccc3[nH]1)C1=C(CC(C)(C)CC1=O)N2 (stereo unspecified)
  -3	6	-33	0	10	-28	-38	2.1
> CSC1=N/C(=C/c2ccc(-n3cncn3)cc2)C(=O)N1
  4	1	7	-3	9	-1	12	2.0
> Cc1ccc(S(=O)(=O)NCCC(=O)OCC(=O)Nc2cccc(Cl)c2)cc1
  -2	-3	4	11	12	5	19	-0.6
> CCC(CO)Oc1cc(NCc2cccc(C(F)(F)F)c2)c2ncn(C(C)C)c2c1 (stereo unspecified)
  0	-1	7	3	14	2	-8	-1.1
> O=C(CN1CCN(c2ccc(F)cc2)CC1)N1CCOCC1
  0	2	10	1	-2	10	17	0.0
> COc1ccc(-c2cc(-c3ccccc3O)[nH]n2)cc1OC
  9	29	-156	17	25	-195	-147	3.6
> O=C(CCN1c2ccccc2Sc2ccccc21)OCC(=O)N1CCN(C(=O)c2ccco2)CC1
  -2	25	-9	24	23	1	-5	0.4
> CCN(C(=O)c1nn(-c2ccc(OC)cc2)c(=O)c2c1c1ccccc1n2C)c1ccc(OC)cc1
  3	11	15	18	16	-23	12	0.6
> O=C(c1ccccc1)N1CCN(C2C3CC4CC(C3)CC2C4)CC1 (stereo unspecified)
  -5	-10	-14	-10	0	-14	4	5.8
> NC(=O)c1ccc(NC(=O)COC(=O)C2COc3ccccc3O2)cc1 (stereo unspecified)
  -1	-3	20	-2	-1	8	15	1.6
> CNS(=O)(=O)c1ccc(C(=O)NCC(=O)NC(C)c2cccs2)cc1 (stereo unspecified)
  0	6	-5	10	6	-18	3	-0.6
> Cc1c(C(=O)N2CCOCC2)c(S(=O)(=O)Nc2ccc(F)cc2)c(C)n1C
  -2	7	10	20	16	12	10	2.6
> O=C(Nc1cccc(NC(=O)c2ccc(Cl)cc2)n1)c1ccc(Cl)cc1
  -2	-1	-9	-5	-8	16	-16	0.1
> COc1cc(NC(=O)c2ccc(F)cc2)ccc1NC(=O)c1cc2ccccc2o1
  -1	5	10	3	-7	19	-13	1.0
> Cc1ccc(NS(=O)(=O)c2cccc(C(=O)O)c2)cc1S(=O)(=O)N1CCOCC1
  -1	5	0	4	18	9	15	-1.5
